High-throughput results (PubChem)
PGK inhibitor = qHTS Assay to Find Inhibitors of Phosphoglycerate Kinase. PGK/GAPDH coupled, Kinase-Glo luminescence, 60 min. Potency, µM (titrated, usually from 57.5 µM), for inactives: top-dose activity change, negative = inhibition, most hits filed as inhibitors. Phosphoglycerate kinase, glycosomal (Trypanosoma brucei brucei), P07378. 0.043% of 380,000 active. AID 602233, 2012; also: potency is read from the fitted curve at half-maximal effect; % is scaled to controls: 0 for no effect and ±100 for the full control effect; nearly all actives have a fitted effect of over 60% in size
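Luminescent ATP detection (Kinase-Glo Plus) follows a 60-minute room-temperature incubation, with wells lacking PGK as controls. Buffer: 100 mM TEA (pH 7.6), 5 mM MgCl2, 0.01% Tween-20. Coupling enzyme GAPDH (100 nM final) supplies unstable 1,3-BPG in-well.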
IDH1 R132H inh = qHTS for Inhibitors of mutant isocitrate dehydrogenase 1 (IDH1): qHTS. Isocitrate dehydrogenase [NADP] cytoplasmic (Homo sapiens), O75874. IDH1-R132H enzyme, NADPH consumption, diaphorase/resazurin fluorescence. Potency, µM (highest dose often 76.6 µM), inactives show top-dose activity change, negative = inhibition, actives largely listed as inhibitors. 0.093% of 390,000 active. AID 602179, 2012; also: potency is read from the fitted curve at half-maximal effect; % is scaled to controls: 0 for no effect and ±100 for the full control effect; nearly all actives have a fitted effect of over 65% in size
Target sequence (O75874 whole entry R132H, stated change not applied): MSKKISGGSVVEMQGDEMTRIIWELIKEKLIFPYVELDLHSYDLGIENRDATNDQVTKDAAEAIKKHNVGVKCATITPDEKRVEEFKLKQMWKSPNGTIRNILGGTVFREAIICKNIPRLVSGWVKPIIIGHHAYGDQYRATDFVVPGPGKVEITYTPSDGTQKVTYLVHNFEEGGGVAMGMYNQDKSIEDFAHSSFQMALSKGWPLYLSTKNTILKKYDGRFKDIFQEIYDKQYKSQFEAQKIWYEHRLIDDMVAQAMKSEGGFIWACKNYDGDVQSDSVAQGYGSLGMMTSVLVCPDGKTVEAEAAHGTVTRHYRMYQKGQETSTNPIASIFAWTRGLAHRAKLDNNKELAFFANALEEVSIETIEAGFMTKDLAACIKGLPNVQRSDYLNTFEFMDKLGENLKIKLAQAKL
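IDH1-R132H (0.5 ug/mL) preincubated 30 min with compound, then NADPH (0.016 mM) and alpha-KG (2 mM) added; 80 min at RT, pH 7.5. Remaining NADPH coupled via diaphorase/resazurin to fluorescence (540/590 nm); concentration-response curves normalized to no-enzyme control.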
PI4K2A block = qHTS for small molecular inhibitors of PI4K2A; Phosphatidylinositol 4-kinase type 2-alpha (Homo sapiens), Q9BTU6; purified PI4K2A, ADP-Glo luminescence, 1 h; hits give low values; activity change, negative = inhibition, % at 76.9 µM; 0.13% of 420,000 active; AID 1346378, 2018; in the data active = activity change below about -50%; inconclusive = mostly about -30% to -49%;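 also: -100% = wells without enzyme as full effect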
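In this quantitative HTS, ADP production by PI4K2A was quantified luminescently after 1 h at ambient temperature; 100 microM adenosine served as plate-quality control.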
rTrxR1 inhibitor = qHTS Assay for Inhibitors of Mammalian Selenoprotein Thioredoxin Reductase 1 (TrxR1): qHTS; Thioredoxin reductase 1, cytoplasmic (Rattus norvegicus), O89049; recombinant rTrxR1, NADPH fluorescence consumption, selenite substrate; Potency, µM (series often up to 114 µM), inactives show top-dose activity change, negative = inhibition, usual class: inhibitors; 1% of 390,000 active; AID 588453, 2011; also: potency is read from the fitted curve at half-maximal effect; % is scaled to controls: 0 for no effect and ±100 for the full control effect; nearly all actives have a fitted effect of over 65% in size
Target sequence (O89049 whole entry, looked up): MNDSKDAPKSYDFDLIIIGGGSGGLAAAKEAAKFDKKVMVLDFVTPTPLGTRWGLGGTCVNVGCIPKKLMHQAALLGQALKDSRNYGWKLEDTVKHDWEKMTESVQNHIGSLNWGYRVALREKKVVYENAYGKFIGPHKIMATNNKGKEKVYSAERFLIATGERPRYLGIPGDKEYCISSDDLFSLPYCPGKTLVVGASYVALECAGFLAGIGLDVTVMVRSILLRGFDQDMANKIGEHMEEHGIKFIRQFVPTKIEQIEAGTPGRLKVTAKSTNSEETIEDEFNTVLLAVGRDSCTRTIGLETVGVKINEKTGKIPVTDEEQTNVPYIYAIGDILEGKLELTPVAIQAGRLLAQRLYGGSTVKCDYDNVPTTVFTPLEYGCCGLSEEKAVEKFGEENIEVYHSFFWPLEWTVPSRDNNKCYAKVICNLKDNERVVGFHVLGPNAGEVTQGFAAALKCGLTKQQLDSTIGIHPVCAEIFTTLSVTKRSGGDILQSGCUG
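Rat TrxR1 (90 nM in the dispensed reagent) was pre-reduced with 400 uM NADPH for 5 min at room temperature, then incubated with compound for 15 min. After 400 uM selenite was added, NADPH fluorescence (Ex 340/Em 450 nm) was followed for 8 min.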
USP1-UAF1 inh = Inhibitors of USP1/UAF1: Primary Screen. AID 743255, 2014. 0.23% of 390,000 active. recombinant USP1/UAF1, Ub-Rhodamine cleavage fluorescence. Ubiquitin carboxyl-terminal hydrolase 1 (Homo sapiens), O94782. Potency, µM (highest dose often 57.1 µM), without a hit: at the top dose activity change, negative = inhibition, actives largely listed as inhibitors; also: potency is read from the fitted curve at half-maximal effect; % is scaled to controls: 0 for no effect and ±100 for the full control effect; nearly all actives have a fitted effect of over 60% in size; inactives centre near -12
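In this screen, compounds sit with the deubiquitinase complex (1nM) for 15 min at room temperature before Ub-Rho is added at 150nM final. Fluorescence rise is then followed for 6 reads every 60 seconds.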
GLS inh = qHTS for Inhibitors of Glutaminase (GLS); Glutaminase kidney isoform, mitochondrial (Homo sapiens), O94925; GLS enzymatic activity, qHTS titration; Potency, µM (titrated, usually from 45.5 µM), inactives show top-dose activity change, negative = inhibition, actives largely listed as inhibitors; 0.21% of 410,000 active; AID 624170, 2012; also: potency is read from the fitted curve at half-maximal effect; % is scaled to controls: 0 for no effect and ±100 for the full control effect
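Coupled fluorescence readout: glutamate oxidase/HRP/Amplex Red detect glutamate formed by hKGA from L-glutamine (1 mM solution added). Buffer 45 mM KH2PO4 pH 8.2, 0.02% Tween-20; reads at t0 and 30 min RT.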
Pin1 inh = qHTS Assay to Find Inhibitors of Pin1. Pin1 FP peptide displacement, HiFluor488, 10 min. 0.009% of 390,000 active. Potency, µM (highest dose often 115 µM), for inactives: at the top dose activity, negative = inhibition, hits mostly inhibitors. Peptidyl-prolyl cis-trans isomerase NIMA-interacting 1 (Homo sapiens), Q13526; active = well fitted inhibition curve with a large enough effect in the polarisation, with a control signal flat, not every such curve was filed as active; inconclusive = small, poorly fitted or top-dose-only effect, or effect the other way, or a change in a side signal; inactive = no such curve, though single readings can be large or run the other way; the % refers to the polarisation; also: potency is read from the fitted curve at half-maximal effect; % is scaled to controls: 0 for no effect and ±100 for the full control effect
HP1b chromo inh = HTS for Inhibitors of HP1-beta Chromodomain Interactions with Methylated Histone Tails. Chromobox protein homolog 1 (Homo sapiens), P83916. AlphaScreen HP1-beta / biotin-H3K9me3 peptide binding. Potency, µM (titrated, usually from 114 µM), for the others: top-dose activity change, negative = inhibition, most hits filed as inhibitors. 0.56% of 390,000 active. AID 540317, 2011; also: potency is read from the fitted curve at half-maximal effect; nearly all actives have a fitted effect of over 70% in size; inactives centre near 23
Target sequence (P83916 whole entry, looked up): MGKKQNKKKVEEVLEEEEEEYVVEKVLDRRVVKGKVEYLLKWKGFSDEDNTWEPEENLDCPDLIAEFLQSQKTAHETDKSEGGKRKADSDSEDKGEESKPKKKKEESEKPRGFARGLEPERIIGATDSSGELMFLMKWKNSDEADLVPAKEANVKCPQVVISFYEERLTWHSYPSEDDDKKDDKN
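AlphaScreen: HP1-beta (50 nM) preformed 30 min with biotin-H3(1-18)K9me3 peptide (50 nM) in PBS pH 7.4, 0.01% Tween-20. Compound added for 30 min at RT, then streptavidin donor/nickel chelate acceptor beads (10 ug/mL) for 30 min.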
TrxR1 substrate = qHTS Assay for Substrates of Mammalian Selenoprotein Thioredoxin Reductase 1 (TrxR1): qHTS | Thioredoxin reductase 1, cytoplasmic (Rattus norvegicus), O89049 | purified TrxR1 substrate turnover, NADPH consumption readout | Potency, µM (top dose mostly 114 µM), inactives show at the highest dose activity change, negative = substrate turnover | 0.01% of 390,000 active; also: potency is read from the fitted curve at half-maximal effect; % is scaled to controls: 0 for no effect and ±100 for the full control effect; nearly all actives have a fitted effect of over 50% in size
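Rat TrxR1, dispensed at 90 nM, was prereduced with 400 uM NADPH (final) for 5 min at ~22 deg C, then incubated with compound 15 min before 400 uM selenite. A first-read NADPH fluorescence drop versus no-compound background flagged substrates.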
Starred values were filed as active, the others as inactive; i = inactive; ? = inconclusive; · = no result given; [ ] = remark or other dose. Unless noted, calls follow the shape of the dose curve; as a rule, active = well fitted curve in the direction sought with a large enough effect; inconclusive = small, poorly fitted or top-dose-only effect, or another doubt; inactive = no such curve, though single readings can be large; an effect the other way counts as inactive or inconclusive. Only part of the results is shown. The share of hits here may be higher or lower than overall.

SMILES	PGK inhibitor	IDH1 R132H inh	PI4K2A block	rTrxR1 inhibitor	USP1-UAF1 inh	GLS inh	Pin1 inh	HP1b chromo inh	TrxR1 substrate
Clc1nccc(NCc2ccccc2)n1	-4.4%	4.5%	-5.0	11.3%[57.1 µM]	9.9%	3.4%	-4.0%	30.3%	9.3%[57.1 µM]
COCCNC(=O)c1cccc(S(=O)(=O)N2CC3(C)CC2CC(C)(C)C3)c1 (centres undefined)	8.6%	3.0%	2.0	-9.4%	4.1%	6.8%	-4.2%	17.2%	-7.1%
O=C(COC(=O)c1ccc(F)cc1F)Nc1cccc(S(=O)(=O)N2CCOCC2)c1	-2.2%	9.4%	3.3	-7.0%	-8.3%	5.5%	0.8%	-0.9%	-11.4%
Cc1cc([N+](=O)[O-])ccc1NC(=O)CSc1nncn1-c1cccnc1	-3.5%	-7.9%	1.2	5.0%	-21.3%	-10.7%	11.9%	18.7%	-5.3%
COc1ccc(OC)c(S(=O)(=O)Nc2ccc3oc4c(c3c2)C(=O)CCC4)c1	-7.5%	7.9%	0.5	19.4%	-13.5%	5.0%	-3.7%	14.3%	8.3%
COc1ccc(OC)c(NC(=O)CN2C(=O)c3ccccc3Sc3ccc(C(=O)N4CCCC4)cc32)c1	12.8%	5.1%	-3.7	3.3%[57.1 µM]	?	0.7%	?	0.0%	-9.2%[57.1 µM]
COc1ccc(CCNC(=O)c2cc3c(=O)n(C)c4ccccc4c3n2C)cc1OC	i	15.1%	0.8	33.2%	-21.8%	-10.7%	-0.5%	30.8%	15.8%
CC(C)CC(=O)NC(=S)Nc1cccc(NC(=O)c2ccccc2Cl)c1	-6.4%	10.9%	-8.7	?	-11.8%	3.2%	1.8%	22.6%	2.9%
CC1CN(C(=O)CCC(=O)N2CCCCC2)c2ccccc2O1 (centres undefined)	-4.0%	0.0%	4.5	15.7%[57.1 µM]	-4.6%	1.0%	-1.1%	8.2%	7.3%[57.1 µM]
Fc1ccc(C(Nc2ccc(Cl)c(C(F)(F)F)c2)c2nnc(-c3ccccc3)o2)cc1 (centres undefined)	7.7%	-14.0%	-0.9	22.2%[57.1 µM]	4.7%	19.1%	10.7%	34.0%	0.8%[57.1 µM]
Fc1ccc(-c2csc(N3CCOCC3)n2)cc1	-4.6%	-4.9%	-4.1	31.0%	-14.6%	-5.0%	-1.6%	-3.3%	1.9%
Cc1occc1C(=O)NC1CCCN(Cc2ccc(Cl)cc2)C1 (centres undefined)	-6.6%	-1.2%	-2.3	4.4%	-14.1%	-4.7%	2.5%	25.7%	0.7%
CCC(=O)Nc1cccc(C(=O)OCC(=O)c2ccccc2Cl)c1	-9.9%	3.0%	-4.7	-2.1%	-13.5%	-7.7%	-4.2%	22.6%	-2.0%
O=C(NC1CCS(=O)(=O)C1)c1cnccn1 (centres undefined)	-1.4%	-10.2%	3.0	9.3%[57.1 µM]	-16.1%	-7.0%	-1.7%	32.1%	11.5%[57.1 µM]
CCCOc1ccc(C(=O)ON=C2CCN(C)CC2)cc1	-3.8%	0.0%	-4.9	30.0%	-16.7%	-9.9%	0.1%	47.0%[activator]	9.2%
COc1cnc(-c2ccccc2)nc1OC	-2.7%	0.0%	1.8	-5.1%	-5.0%	-15.1%	-0.6%	60.7%[activator]	-5.0%
COc1ccc(CN(C)C(=O)Cc2c[nH]c3ccccc23)cc1	7.9%	6.0%	3.5	11.2%	-21.3%	11.3%	0.1%	10.3%	4.3%
FC(F)(F)c1nnc2ccc(N3CCOCC3)nn12	6.5%	0.6%	-6.8	-4.0%	-13.6%	4.6%	-5.7%	29.1%	-0.2%
CCNc1nc(NCC)n2c(SCc3nc4ccccc4c(=O)[nH]3)nnc2n1	-5.2%	-2.7%	22.3	4.7%	-9.6%	1.5%	-2.3%	25.4%	-0.4%
NC(=O)c1nsc(C(=O)N(c2ccc(F)cc2)C(C(=O)NC2CCCC2)c2ccncc2)c1N (centres undefined)	-2.9%	1.8%	-4.7	29.2%[57.1 µM]	-19.5%	-7.0%	0.5%	22.0%	-10.6%[57.1 µM]
COc1cc(CNC(=O)C2CCCC2)cc(OC)c1OC	4.4%	5.0%	1.6	1.3%[57.1 µM]	-16.7%	20.6%	1.3%	17.6%	8.7%[57.1 µM]
CC(C)c1cc(C(=O)NCc2ccc(F)cc2)no1	·	·	0.5	17.7%	-12.2%	-4.1%	-1.6%	42.0%[activator]	3.3%
C=C(C)CN1C(=O)C(=O)N(CC(=C)C)C1=O	-0.9%	4.8%	0.7	11.7%[57.1 µM]	?	18.0%	-11.7%	19.4%	3.8%[57.1 µM]
Cc1ccc(N2C(=O)c3n[nH]c(C)c3C2c2ccccn2)cc1 (centres undefined)	-2.4%	-1.1%	0.0	5.1%	-1.9%	4.6%	7.5%	17.3%	-0.5%
Cc1ccc(S(=O)(=O)CCC(=O)Oc2ccc(-c3nnco3)cc2)cc1	-8.0%	-5.4%	2.2	-2.1%[57.1 µM]	-16.5%	8.4%	-2.6%	33.0%	2.8%[57.1 µM]
CS(=O)(=O)c1ccc(NC(=O)c2cccc(-n3cnnn3)c2)cc1	-5.8%	-8.5%	3.3	10.8%	-8.8%	2.8%	-2.7%	28.8%	-2.8%
Cc1ccc(NC(=O)C(CC(C)C)NS(=O)(=O)c2ccc3c(c2)oc(=O)n3C)c(C)c1 (centres undefined)	-0.7%	-6.1%	0.8	39.7%[activator]	-21.0%	-2.1%	0.0%	21.4%	4.9%
CS(=O)(=O)N(Cc1ccco1)CC(O)Cn1c2ccccc2c2ccccc21 (centres undefined)	-7.0%	1.7%	-5.6	0.0%	?	-3.1%	?	-17.5%	-10.3%
Cc1ccc(CNC(=O)Cc2ccc(-n3cccc3)cc2)cc1	-2.3%	-3.5%	-0.7	8.3%	-14.9%	-0.9%	3.7%	47.5%[activator]	1.0%
NCCN1CCN(S(=O)(=O)c2ccc([N+](=O)[O-])cc2)C=C1c1ccc(Cl)cc1	-0.5%	-5.9%	-3.2	?	-35.8%	1.3%	0.5%	-11.9%	5.4%
CC(=O)c1cccc(NC(=O)Nc2ccc(C(=O)N3CCOCC3)cc2)c1	-5.1%	2.0%	9.2	13.9%	-5.3%	-0.5%	2.2%	35.0%	6.4%
CCn1c(=O)cc(OCC(=O)O)c2ccccc21	8.8%	-2.1%	4.2	13.6%	-18.3%	2.9%	1.0%	67.4%[activator]	5.2%
COc1ccc(CCN2CC(C(=O)N3CCC(O)(c4ccccc4)CC3)CCC2=O)cc1 (centres undefined)	-3.7%	6.6%	1.8	-13.5%	-3.4%	-3.4%	-6.1%	37.2%	-8.4%
Cc1oc(-c2ccccc2Cl)nc1CN1CCCCC1CO (centres undefined)	-2.2%	-3.5%	11.1	11.7%	-1.0%	-1.0%	6.3%	14.7%	5.0%
O=C(CC1SCCNC1=O)Nc1cccc([N+](=O)[O-])c1 (centres undefined)	-7.1%	2.4%	-0.8	25.7%	-6.7%	0.2%	-1.1%	36.9%	-3.6%
O=C(c1ccc(F)cc1)N1CCc2c([nH]c3ccccc23)C1c1ccc(Cl)cc1 (centres undefined)	-0.4%	-17.3%	-1.9	15.1%[57.1 µM]	0.3%	-2.4%	-0.6%	-0.4%[57 µM]	-3.4%[57.1 µM]
Cc1c(NS(=O)(=O)c2ccc(N3CCCCC3)c([N+](=O)[O-])c2)c(=O)n(-c2ccccc2)n1C	11.2%	-5.1%	5.1	-1.4%	-11.4%	11.3%	-0.7%	4.0%	-6.1%
COc1ccc(SCCN2CCN(CCc3ccccc3)CCC2=O)cc1	·	·	·	83.2%[activator]	·	·	-1.1%	389.6%[activator]	-9.1%
O=C(COC(=O)c1ccc(O)cc1)Nc1ccc2c(c1)OCO2	-3.0%	4.3%	3.2	8.0%[57.1 µM]	-5.5%	10.4%	0.4%	-0.5%	6.3%[57.1 µM]
O=C(NCCN1CCOCC1)C(=O)NCC1OCCN1C(=O)c1ccc(Cl)cc1 (centres undefined)	-5.9%	-7.5%	-13.2	15.8%[57.1 µM]	-9.2%	2.3%	3.9%	22.7%	0.8%[57.1 µM]
O=C(NC(=S)NC1CCN(Cc2ccccc2)CC1)c1ccc(F)cc1	-10.9%	-11.7%	2.8	16.4%	-12.4%	3.5%	-0.8%	7.4%	-2.5%
